# MsrA inhibitor: inhibits bovine methionine sulfoxide reductase A; purified bovine MsrA, absorbance read-out; inhibition, % at 15.5 µM; 360,000 tested, 0.75% active; AID 651718; in the data active = inhibition above about 4.5%;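 note: 0% = vehicle wells with enzyme and 100% = reference inhibitor wells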
# The depositor's hits bear a star. Only part of the results is shown; count on the stated rates, not on these rows.
Structure	MsrA inhibitor
COC(=O)N1C[C@H](OCCCOCc2ccccc2)[C@H]2C[C@@H]1c1ccccc1O2	-1.3
Cc1[nH]c2ccccc2c1CC(=O)Nc1ccc(Nc2cccnc2)c(-c2ccc(C(C)(C)C)cc2)c1	2.9
O=C(N[C@H](Cc1ccccc1)C(=O)NCC1CCCCC1)[C@H]1O[C@@H](n2ccc(=O)[nH]c2=O)[C@H](O)[C@@H]1O	0.2
CCCCCCN(C(=O)CCCCCN1C(=O)NC(c2cccc([N+](=O)[O-])c2)C(C(=O)OCc2ccccc2)=C1C)C(C(=O)NCCCC)c1ccc(OCC(=O)OC)c(C(=O)OC)c1 (stereo not given)	-0.1
O=C(NCC(=O)N(c1cccnc1)C(C(=O)NC1CCCC1)c1ccc(F)cc1)c1ccco1 (stereo not given)	2.3
Cc1ccc(-c2nc3c(C)cc(Br)cn3c2Cc2ccccc2C(F)(F)F)cc1	0.1
COC(=O)C1=C(C)N(CC(C)C)C(=S)NC1c1cccc(F)c1 (stereo not given)	0.6
COc1ccc(C2NC(=O)N(CCCC(=O)O)C(C)=C2C(=O)OCc2ccccc2)cc1 (stereo not given)	-0.3
Nc1ccc2ccc(N)cc2c1	1.2
Cc1ccc2c(c1)-c1ncc(C(=O)c3cc(Br)ccc3O)cc1CO2	0.5
OC[C@H]1O[C@@H]2O[C@H]3[C@H](O)[C@@H](O)[C@@H](O[C@H]4[C@H](O)[C@@H](O)[C@@H](O[C@H]5[C@H](O)[C@@H](O)[C@@H](O[C@H]6[C@H](O)[C@@H](O)[C@@H](O[C@H]7[C@H](O)[C@@H](O)[C@@H](O[C@H]1[C@H](O)[C@H]2O)O[C@@H]7CO)O[C@@H]6CO)O[C@@H]5CO)O[C@@H]4CO)O[C@@H]3CO	0.1
N#Cc1ccc(S(=O)(=O)NCC2CCN(C(=O)C(=O)c3cc4ccccc4o3)CC2)cc1	1.0
O=C(NCc1ccccc1)c1ccc(Cl)cc1	0.4
C[C@H](O)[C@@H]1CN2CCc3ccc(-c4ccc5c(c4)OCO5)cc3[C@@H]2C[C@@H]1N(C)C(=O)NC1CCCCC1	0.6
COc1cc2nc3c4ccccc4n(CC#N)c3nc2cc1OC	-1.1

# A different layout for part of the listing above.
COC(=O)C1=C(C)N(CC(C)C)C(=S)NC1c1cccc(F)c1 (stereo not given)
  MsrA inhibitor: 0.6

OC[C@H]1O[C@@H]2O[C@H]3[C@H](O)[C@@H](O)[C@@H](O[C@H]4[C@H](O)[C@@H](O)[C@@H](O[C@H]5[C@H](O)[C@@H](O)[C@@H](O[C@H]6[C@H](O)[C@@H](O)[C@@H](O[C@H]7[C@H](O)[C@@H](O)[C@@H](O[C@H]1[C@H](O)[C@H]2O)O[C@@H]7CO)O[C@@H]6CO)O[C@@H]5CO)O[C@@H]4CO)O[C@@H]3CO
  MsrA inhibitor: 0.1

CCCCCCN(C(=O)CCCCCN1C(=O)NC(c2cccc([N+](=O)[O-])c2)C(C(=O)OCc2ccccc2)=C1C)C(C(=O)NCCCC)c1ccc(OCC(=O)OC)c(C(=O)OC)c1 (stereo not given)
  MsrA inhibitor: -0.1

# As a working copy, some entries already given.
Structure	MsrA inhibitor
COC(=O)N1C[C@H](OCCCOCc2ccccc2)[C@H]2C[C@@H]1c1ccccc1O2	-1.3
Cc1[nH]c2ccccc2c1CC(=O)Nc1ccc(Nc2cccnc2)c(-c2ccc(C(C)(C)C)cc2)c1	2.9

# Other compounds
Structure	MsrA inhibitor
C[C@]12Cc3ccccc3C1CC1=N[C@@H](C3CCCCC3)O[C@@]13C[C@@H]2C(=O)N3C1CCN(Cc2ccccc2)CC1 (stereo not given in full)	-0.9
COC(=O)C1=C(C)N(Cc2ccccc2C(F)(F)F)C(=NCc2ccc3c(c2)OCO3)NC1c1ccc(F)cc1 (stereo not given)	-1.7
C=CCN1C(=O)c2[nH]nc(-c3ccccc3)c2C1c1ccc(C)cc1 (stereo not given)	1.7
CCCCNc1cccc2c1S(=O)(=O)N[C@@H](CC(C)C)CO2	-1.0
COC(=O)[C@]12C[C@H](CC(=O)NCCC(C)C)C(=O)N(Cc3ccccc3)C1=C[C@H](C(C)C)O[C@@H]2C1CC1	-0.8
CN1C(=O)[C@@]2(O[C@H]3C=CC=CN3C3=C2C(=O)CCC3)c2cccc(Br)c21	0.6
COc1cc([N+](=O)[O-])c(OC)cc1Nc1ccccc1C(=O)O	0.5
CCN1C(=O)N[C@@H]2C[C@H](C(=O)N3CCCC3)[C@H](C)[C@H](c3ccccc3)C[C@@H]21	-0.3
O=C(NC(CC1=CCCCC1)c1ccccc1)C(F)(F)F (stereo not given)	-0.2
CN1CCN(c2ccc([N+](=O)[O-])cc2/C=N/NC(=O)c2cccc([N+](=O)[O-])c2)CC1	-0.4
NC1=NC(c2cn[nH]c2-c2ccc(F)cc2)n2c(nc3ccccc32)N1 (stereo not given)	-0.3
Cc1ccccc1-c1ccc2c(c1)[C@@H]1C[C@H]3[C@@H](CN1CC2)[C@H](C)ON3C	3.1
CC[C@H](C)[C@H]1CNC(=O)C(=O)N1CC1CCN(CCc2ccc(OC)c(OC)c2)CC1	-0.5
C#CCNC(=O)C[C@H]1C[C@@]2(C(=O)OC)C(=C[C@H](COCc3ccccc3)O[C@@H]2C)N(Cc2ccc3c(c2)OCO3)C1=O	0.9
CN1OC[C@@H]2CN[C@H](c3ccc(N4CCCCC4)cc3)C[C@@H]21	-1.1
CCOCCCNC(=S)NCCCNc1nc2ccc(C)cc2cc1C#N	-0.1
Cc1c(-c2cc[n+]([O-])cc2)oc2ccc(Br)cc2c1=O	1.4
CC1=C(C(=O)OCc2ccccc2)C(c2ccc3ccccc3c2)NC(=O)N1CCCCCC(=O)O (stereo not given)	0.7
C[C@@H](C(=O)Nc1ccc2ccccc2c1)[C@H]1C[C@]1(C)[C@H](NS(=O)(=O)c1ccc(-c2ccccc2)cc1)c1ccccc1	-0.6
CCOC(=O)C1=CCN(S(=O)(=O)c2ccc(Cl)cc2)C1c1ccc(Br)cc1 (stereo not given)	0.5
COC(=O)[C@@]1(Cc2ccc(F)cc2)[C@H]2c3cc(C(=O)N4CCCC4)n(CCc4ccccn4)c3C[C@H]2CN1C(=O)c1ccccc1	-0.8
O=C1CC(O)C(Cc2ccccc2)N1 (stereo not given)	-0.1
O=C(O)CC1NC(=O)N(c2ccccc2)C1=O (stereo not given)	-0.3
O=[N+]([O-])c1ccccc1CN1CCN(Cc2c[nH]c3ccccc23)CC1	-1.2
CC(=O)Nc1c(O)nc(C)[nH]c1=O	-1.7
CCOC(=O)c1ccc(NC(=O)OC[C@@H]2CSCCS(=O)(=O)N2)cc1	1.0
C[C@H]1CN(C(=O)OC(C)(C)C)CCN1c1ccc(N2CCS(=O)(=O)CC2)c(C#N)c1	1.6
C[C@@H]1ON(C)[C@H]2C[C@H]3c4[nH]c5c(-c6cccc(F)c6)cccc5c4CCN3C(=O)[C@@H]12	0.1
COc1ccc(NC(=O)N(C)C[C@@H]2OCCCC[C@@H](C)Oc3ccc(NC(=O)NC4CCCCC4)cc3C(=O)N([C@H](C)CO)C[C@@H]2C)cc1	-0.2
COCCCNC(=O)C[C@H]1C[C@@]2(C(=O)OC)C(=C[C@H](COCc3ccccc3)O[C@@H]2C)N(CCC2=CCCCC2)C1=O	0.3
C[C@H](CO)N1C[C@H](C)[C@@H](CN(C)C(=O)Nc2ccc(F)cc2)OCc2cn(nn2)CCCC1=O	-0.2
Cc1cccc(OCC(=O)N=Nc2c(O)[nH]c3ccc([N+](=O)[O-])cc23)c1	0.8
COC(=O)c1cc2c(c3c4cc(OC)ccc4n(S(=O)(=O)c4ccc(OC)cc4)c13)C(=O)N(Cc1ccc(C(F)(F)F)cc1)C2	0.0
Cn1c(SCC(=O)NCc2ccc(F)cc2)nc2c([nH]c3ccccc32)c1=O	2.0
CC(C)c1[nH]nc2c1C(c1cccc(C(F)(F)F)c1)NC2=O (stereo not given)	0.4
Nc1c(Cl)ncnc1N/N=C/c1ccccn1	2.2
O=C(OCC(=O)N1CCN(c2ccccc2)CC1)c1cnc(Cl)c(Cl)c1	-1.5
CCC(C)NC(=O)c1cc(Sc2nnc(C)s2)nc2ccccc12 (stereo not given)	0.5
CC1=NN(c2ccccc2)C(=O)/C1=C/c1ccc(-c2ccc(C)c(C(=O)O)c2)o1	-0.8
COC(=O)[C@]12C[C@H](CC(=O)NCCCCc3ccccc3)C(=O)N(CCC3=CCCCC3)C1=C[C@H](COCc1ccccc1)O[C@@H]2C	-0.2
CC(=O)C1=C(O)C(=O)N(c2cccnc2)C1c1ccc([N+](=O)[O-])cc1 (stereo not given)	3.7
OC(c1ccccc1)(c1ccccc1)C1CCN(CCCOc2ccc(-c3ccc(F)cc3F)cc2)CC1	1.3
COc1ccc2cc(CN(Cc3cccnc3)Cc3nnnn3Cc3ccccc3)c(=O)[nH]c2c1	1.9
CN1C(=O)C(Br)(Br)CC1c1cccnc1 (stereo not given)	1.6
O=C(Nc1ccc(Cl)cc1)OCC12COCN1COC2	-1.6
CCCCCN(C(=O)CCc1cn(CCCCC)c2ccccc12)c1ccc(Oc2cccnc2)cc1	0.2
COc1ccc2c(c1)OC[C@H]1[C@H]2N2C(=O)CNC(=O)[C@@]2(C)[C@H]1c1ccccc1	0.7
Cc1ccc(Cn2nc(C)c(NC(=O)c3cc(-c4ccc5c(c4)OCO5)on3)c2C)cc1	-1.1
COC(=O)C1=C(C)N(C)C(=NCc2ccc(C(F)(F)F)cc2)NC1c1ccc(C(F)(F)F)cc1 (stereo not given)	-1.0
CCOc1ccc(NC(=O)CC)cc1	-1.5
C=CCN1C[C@H](COC(=O)c2ccc(C)c(C)c2)Oc2cccc(F)c2S1(=O)=O	0.6
Cc1ccc(NC(=O)OCCN(C)C(=O)Nc2ccc(C)cc2C)c(C)c1	1.4
CC(C)C[C@H]1CN([C@@H](Cc2ccccc2)CN2CCC[C@H]2CN2C(=O)C(=O)NC[C@@H]2Cc2ccccc2)C(=O)C(=O)N1CC1CCCCCC1	0.4
COC(=O)c1cc2c(c3c4ccccc4n(S(=O)(=O)c4ccccc4)c13)C(=O)N(Cc1ccco1)C2	0.1
c1ccc(CN2CCCC3CC2c2ccccc23)cc1 (stereo not given)	1.4
C[C@@H]1ON(C)[C@H]2C[C@H]3c4[nH]c5c(-c6ccc(F)cc6)cccc5c4CCN3C(=O)[C@@H]12	-1.4
COC(=O)C1=C(C)N(Cc2ccccc2C(F)(F)F)C(=NCc2cccc(C(F)(F)F)c2)NC1c1ccc(F)cc1 (stereo not given)	-2.5
C[C@H](O)[C@@H]1C(=O)N2CCc3c([nH]c4c(-c5ccccc5)cccc34)[C@@H]2C[C@@H]1N(C)C(=O)c1cc(Cl)cc(Cl)c1	-0.5
C[C@@H]1COc2cccc(NCCO)c2S(=O)(=O)N1	0.4
CCNc1nc(=S)nc(NCc2ccccc2)[nH]1	-0.6

# Some of the entries so far, as labelled records.
smiles: COc1ccc2c(c1)OC[C@H]1[C@H]2N2C(=O)CNC(=O)[C@@]2(C)[C@H]1c1ccccc1
  MsrA inhibitor: 0.7
smiles: Cc1ccc(Cn2nc(C)c(NC(=O)c3cc(-c4ccc5c(c4)OCO5)on3)c2C)cc1
  MsrA inhibitor: -1.1
smiles: COC(=O)C1=C(C)N(C)C(=NCc2ccc(C(F)(F)F)cc2)NC1c1ccc(C(F)(F)F)cc1 (stereo not given)
  MsrA inhibitor: -1.0

# Further results.
Structure	MsrA inhibitor
Nc1nc2c(ncn2[C@@H]2O[C@H](C(=O)N[C@@H](Cc3ccccc3)C(=O)NCc3ccccc3)[C@@H](O)[C@H]2O)c(=O)[nH]1	-0.2
C[C@H](O)[C@@H]1C(=O)N2CCc3c([nH]c4c(-c5ccccc5)cccc34)[C@@H]2C[C@@H]1N(C)C(=O)OCc1ccccc1	0.5
CCCc1cc(-c2[nH]ncc2-c2ccc3c(c2)OCCCO3)c(O)cc1OC	0.9
CCCCCCCCN1C(=O)[C@@H](CC(=O)NCc2ccc(C)o2)C[C@@]2(C(=O)OC)C1=C[C@H](C1CCCC1)O[C@@H]2C	0.4
C[C@H](O)[C@@H]1C(=O)N2CCc3c([nH]c4c(-c5ccc6c(c5)OCO6)cccc34)[C@@H]2C[C@@H]1N(C)C(=O)NC1CCCCC1	1.2
COC(=O)C1=C(C)N(C)C(=NCc2cccc(C(F)(F)F)c2)NC1c1cccc(Cl)c1 (stereo not given)	-0.6
COC(=O)[C@]12C[C@H](CC(=O)NCC34CC5CC(CC(C5)C3)C4)C(=O)N(Cc3ccc4c(c3)OCO4)C1=C[C@H](COCc1ccccc1)O[C@@H]2C	1.1
COC(=O)[C@@]1(Cc2ccc(F)cc2)[C@H]2c3cc(C(=O)N4CCCC4)n(CCO)c3C[C@H]2CN1C(=O)c1ccccc1	-0.5
Cc1[nH][nH]c(=O)c1N=Nc1ccccc1C#N	3.1
COC(=O)C1=C(C)NC(C)=C(C(=O)OC)C(N2C(=O)CCC2=O)C1 (stereo not given)	0.6
CC(C)c1[nH]nc2c1C(c1ccc(F)cc1)NC2=O (stereo not given)	-0.7
CC(=NNc1cc(C)c2ccccc2n1)c1ccccn1	0.7
COc1ccccc1C(=O)N1O[C@]23C=C[C@]14C[C@@H](O)CC[C@]4(C)C2CC[C@]1(C)[C@@H]([C@H](C)/C=C/[C@H](C)C(C)C)CC[C@H]13 (stereo not given in full)	-0.8
CC1=C(C(=O)OCc2ccccc2)C(c2ccc(Br)cc2)NC(=O)N1CCCC(=O)O (stereo not given)	0.1
COC(=O)[C@]12C[C@H](CC(=O)NCc3cccs3)C(=O)N(Cc3ccccc3)C1=C[C@H](C(C)C)O[C@@H]2C1CC1	-0.2
COc1ccccc1-c1nc(NC(C)=O)n[nH]1	0.3
CC(C)NC(=O)OC[C@@H]1CSCCS(=O)(=O)N1	-0.8
CC(C)C[C@H](NC(=O)c1ccco1)C(=O)N1CCC[C@H]1C(=O)NCc1ccccc1	-0.8
Cc1nc(C2CCC3C4CCC5=CC(=O)CC[C@]5(C)C4CC[C@]23C)cs1 (stereo not given in full)	0.0
CC(=O)c1ccc(S(=O)(=O)NCC2CCN(C(=O)C(=O)c3cccs3)CC2)cc1	0.6
O=C(/C=C(\Nc1cccc(F)c1)c1ccccc1)c1ccccc1	0.5

# From PubChem
